Nrf2 ARE act: qHTS of Nrf2 Activators; AREc32 ARE-luciferase reporter (MCF7-derived line), luminescence, 24 h; Potency, µM (highest dose often 46.1 µM), inactives show top-dose activation, actives largely listed as activators; 410,000 compounds, 0.31% hits; AID 624171, 2012; also: potency is read from the fitted curve at half-maximal effect; % of control where 0% means no effect; nearly all actives have a fitted effect of over 65% in size
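AREc32_Fluc, 1000 cells/well, OPTI-MEM + 5% FBS, o/n 37 deg C 5% CO2; 23 nL cpd by pin tool, 24 hr; Steady-Glo 30 min RT, luminescence.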
EPAC2 antag: qHTS for Antagonist of cAMP-regulated guanine nucleotide exchange factor 2 (EPAC2): primary screen; EPAC2 GEF exchange of Rap1B-BODIPY-GDP, fluorescence; Rap guanine nucleotide exchange factor 4 (Homo sapiens), Q8WZA2; 360,000 compounds, 0.18% hits; AID 720708, 2013; Potency, µM (doses to about 114 µM), without a hit: at the highest dose activity, negative = inhibition, actives largely listed as inhibitors; also: potency is read from the fitted curve at half-maximal effect; % is scaled to controls: 0 for no effect and ±100 for the full control effect; nearly all actives have a fitted effect of over 45% in size; many of its hits are not listed in these tables
Target sequence (Q8WZA2 whole entry, looked up): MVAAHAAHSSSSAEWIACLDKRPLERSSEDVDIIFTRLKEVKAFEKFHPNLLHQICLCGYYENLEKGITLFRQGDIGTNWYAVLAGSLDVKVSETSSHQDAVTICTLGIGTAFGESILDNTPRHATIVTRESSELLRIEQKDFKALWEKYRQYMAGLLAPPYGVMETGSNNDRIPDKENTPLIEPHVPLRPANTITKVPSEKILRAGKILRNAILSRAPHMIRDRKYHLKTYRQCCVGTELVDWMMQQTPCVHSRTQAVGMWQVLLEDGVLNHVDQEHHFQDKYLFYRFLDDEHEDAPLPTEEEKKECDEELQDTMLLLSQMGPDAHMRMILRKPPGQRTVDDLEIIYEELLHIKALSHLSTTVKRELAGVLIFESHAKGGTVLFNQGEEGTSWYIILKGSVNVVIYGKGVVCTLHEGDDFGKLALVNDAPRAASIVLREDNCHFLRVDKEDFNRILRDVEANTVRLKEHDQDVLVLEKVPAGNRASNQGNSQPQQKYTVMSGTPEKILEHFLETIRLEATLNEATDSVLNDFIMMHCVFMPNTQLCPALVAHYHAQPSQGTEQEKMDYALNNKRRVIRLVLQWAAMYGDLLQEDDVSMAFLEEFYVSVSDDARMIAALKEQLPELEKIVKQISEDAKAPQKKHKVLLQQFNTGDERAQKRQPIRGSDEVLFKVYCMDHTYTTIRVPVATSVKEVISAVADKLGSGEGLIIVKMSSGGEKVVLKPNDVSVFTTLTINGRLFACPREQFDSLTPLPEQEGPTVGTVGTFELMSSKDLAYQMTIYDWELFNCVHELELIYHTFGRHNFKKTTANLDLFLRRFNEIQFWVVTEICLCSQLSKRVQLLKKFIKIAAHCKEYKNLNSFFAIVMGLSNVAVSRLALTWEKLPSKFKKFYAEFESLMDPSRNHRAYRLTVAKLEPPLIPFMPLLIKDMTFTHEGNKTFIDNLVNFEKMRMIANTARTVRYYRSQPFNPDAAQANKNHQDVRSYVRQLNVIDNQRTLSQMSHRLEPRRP
TGFb inhibitor: qHTS for Inhibitors of TGF-b; HepG2 CAGA-GFP TGF-b/SMAD3 reporter, GFP fluorescence, 18 h; TGF-beta stimulated, 500 pg/mL final; Potency, µM (highest dose often 46.1 µM), without a hit: at the highest dose activity, negative = inhibition, hits mostly inhibitors; 410,000 compounds, 1.2% hits; AID 588855, 2011; also: potency is read from the fitted curve at half-maximal effect; % is scaled to controls: 0 for no effect and ±100 for the full control effect; nearly all actives have a fitted effect of over 65% in size
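HEPG2 CAGA-GFP cells (1000/well, DMEM with 1% FBS) were pre-incubated 2 h at 37 degrees C, given compound by pin tool, then stimulated with TGF-beta at 500 pg/mL final for 18 h before per-cell GFP fluorescence imaging.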
A549 viability: Nrf2 qHTS screen for inhibitors: counterscreen for cytotoxicity; A549 ARE-Fluc cells, CellTiter-Fluor viability, 18-24 h; Potency, µM (series often up to 46 µM), inactives show top-dose activity change, negative = cytotoxicity, actives largely listed as inhibitors; 390,000 compounds, 0.16% hits; AID 504648, 2011; also: potency is read from the fitted curve at half-maximal effect; % is scaled to controls: 0 for no effect and ±100 for the full control effect
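A549 ARE_Fluc cells in 5% FBS OPTI-MEM were exposed to compounds in concentration-response for 18-24 h at 37 deg C. Viability was read by CellTiter-Fluor fluorescence (Ex 405/Em 525) after 30 min, before the luciferase read.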
CCT modulator: High-Throughput Screening for Modulators of Cytosolic Chaperonin Activity | activity change, % (concentration not given with the values), hits read low | 360,000 compounds, 0.3% hits | purified chaperonin ATPase assay, HTRF ADP detection, 30 min; in the data active = activity change below about -30%; also: % is scaled to controls: 0 for no effect and ±100 for the full control effect
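TRiC at 40 or 20 nM final (batch-dependent) in 30 mM Tris pH 7.4, 100 mM KCl, 5 mM MgCl2, 1 mM DTT, with compound at single 76 uM and 10 uM ATP, 30 min at 37 deg C. ADP detected by HTRF Transcreener, 665/615 ratio.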
Akt phos inh: HTS Assay for Inhibitors of Akt Phophorylation: Primary Screen | Neuro2A IGF-stimulated pAkt S473 HTRF, 20 min; active compounds read low | activity change, % for hits at 50 µM | 360,000 compounds, 0.32% hits; in the data active = activity change below about -80%; inconclusive = mostly about -51% to -80%; also: % is scaled to controls: 0 for no effect and ±100 for the full control effect
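Neuro2A cells (4,500/well, DMEM with 0.5% FBS) were treated with compound at a single 50 µM final concentration, stimulated with 6 nM IGF for 20 min at 37 °C, and lysed. Phospho-Akt Ser473 was read by HTRF as 665/615 ratio ×10^4.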
Nrf2 block: Nrf2 qHTS screen for inhibitors; A549 ARE-Fluc reporter, luciferase luminescence, 18-24 h; Potency, µM (doses to about 46 µM), for the others: at the top dose activity change, negative = inhibition, most hits filed as inhibitors; 360,000 compounds, 2.1% hits; AID 504444, 2011; also: potency is read from the fitted curve at half-maximal effect; % is scaled to controls: 0 for no effect and ±100 for the full control effect; nearly all actives have a fitted effect of over 60% in size
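A549 ARE_Fluc cells (5000/well, 5% FBS OPTI-MEM) pre-incubated 2 h, then treated with compounds 18-24 h at 37C/5% CO2 in concentration-response. CellTiter-Fluor viability read first; BugLite luciferase luminescence after 15 min at room temperature gives Nrf2 activity.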
Mm-Cpn inhibitor: Inhibitors of TCP-1 ring complex (TRiC) of Methanococcus maripaludis (MmCpn): qHTS. purified Mm-Cpn ATPase, ADP Transcreener TR-FRET. Potency, µM (highest dose often 76.9 µM), without a hit: at the highest dose activity, negative = inhibition, actives largely listed as inhibitors. 330,000 compounds, 0.031% hits. AID 504842, 2011; also: potency is read from the fitted curve at half-maximal effect; % is scaled to controls: 0 for no effect and ±100 for the full control effect; nearly all actives have a fitted effect of over 80% in size
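Quantitative HTS used 25 nM Mm-CPN and 10 uM ATP in magnesium/KCl Tris buffer, pH 7.4, with 1 mM DTT. Hydrolysis ran 30 min at 37°C; ADP was read by HTRF.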
EPAC2 agonist: qHTS for Agonist of cAMP-regulated guanine nucleotide exchange factor 4 (EPAC2): primary screen | Rap guanine nucleotide exchange factor 4 (Homo sapiens), Q8WZA2 | EPAC2 activation, biochemical qHTS; response scale: 100% = 6.5 mM cAMP response | Potency, µM (top dose mostly 154 µM), without a hit: at the highest dose activation, most hits filed as activators | 360,000 compounds, 0.079% hits | AID 720711, 2013; also: potency is read from the fitted curve at half-maximal effect; nearly all actives have a fitted effect of over 50% in size
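Compounds were titrated in qHTS against a Rap1B-BODIPY-GDP (250 nM) complex with EPAC2 (100 nM) and GDP (50 uM). BODIPY-GDP release tracked at 480/540 nm over 30 min at room temperature, normalized to 6.5 mM cAMP.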
The depositor's hits bear a star; i = inactive; ? = inconclusive; / = no result given; [ ] = dose if it differs, or a comment. Unless noted, calls follow the shape of the dose curve; as a rule, active = well fitted curve in the direction sought with a large enough effect; inconclusive = small, poorly fitted or top-dose-only effect, or another doubt; inactive = no such curve, though single readings can be large; an effect the other way counts as inactive or inconclusive.

SMILES | Nrf2 ARE act | EPAC2 antag | TGFb inhibitor | A549 viability | CCT modulator | Akt phos inh | Nrf2 block | Mm-Cpn inhibitor | EPAC2 agonist
Cc1ccc(S(=O)(=O)N2CCN(c3nc(CN4CCCC4)nc4sc(C)c(C)c34)CC2)cc1 | 4.8% | 3% | ? | -13% | -4.1 | i | 9% | -1% | 2%
Cc1csc(SCC(=O)Nc2ccc(C)c(F)c2)n1 | 7.6% | -11% | 34%[activator] | 26% | -1.1 | i | 1% | -1% | 7%
CCOc1ccc(Nc2oc(/C=C/c3ccc(OC)c(OC)c3)nc2C#N)cc1 | 4.8% | / | ? | -7% | / | / | 11% | / | /
O=C(Cn1cnc2ccccc21)OCC(=O)N1CCc2ccccc2C1 | -0.5% | -3% | -3% | -1% | -2.6 | i | 12% | -1% | 0%
CCCN(CCC)C(=O)Nc1ccc(F)cc1F | -0.4% | 11% | -1% | 1% | 1.4 | i | 12% | 2% | -5%
O=S(=O)(c1ccccc1)c1nc(-c2ccccc2F)oc1NCc1cccnc1 | -0.3% | 2% | 40%[activator] | 0% | -0.8 | i | -22% | -6% | 15%
COc1ccc(-c2cc(-c3nnc(COC(=O)C4CC4C)o3)c3ccccc3n2)cc1OC (configuration not stated) | 3.4% | -15% | 4% | ? | -1.4 | i | -25% | -23% | 2%
CCCS(=O)(=O)c1c(Nc2ccccc2C)sc(C(=O)c2ccccc2)c1N | -0.7% | / | ? | -13% | / | / | ? | / | /
Cc1cc(/C=N/NC(=O)COc2cccc3cccnc23)c(C)n1-c1ccc(O)cc1 | -0.5% | 8% | -32% | 8% | -4.3 | i | 4% | 0% | 10%
O=C(CSc1ccccn1)N1CCN(c2ccccc2)CC1 | 0.0% | -3% | 0% | 3% | -0.5 | i | 13% | 1% | 7%
O=C(CC1CCCCC1)N1CCN(c2ccccn2)CC1 | -0.5% | 0% | -13% | 0% | -1.5 | i | -12% | -1% | 9%
CCOc1ccc(C(=O)Cc2ccccc2)cc1 | 4.0% | -7% | -5% | 4% | -1.2 | i | ? | / | 4%
COCCNCCCOc1ccc(C)cc1Br | 2.4% | -5% | 3% | ? | 0.8 | i | -8% | 0% | 7%
CC1=C(C(=O)Nc2ccc(C)cc2C)C(c2cc(Br)ccc2F)n2ncc(C(=O)Nc3ccc(C)cc3)c2N1 (configuration not stated) | -0.4% | / | 4% | -8% | / | / | -1% | / | /
CCOC(=O)c1cc(CC)sc1/N=C/C1=C(O)CCCC1=O | 2.7% | -6% | ? | -3% | -3.9 | i | 0% | 3% | -5%
O=C(c1cccc(C(F)(F)F)c1)C1CCCN(C(=O)CCCN2CCCC2=O)C1 (configuration not stated) | 0.5% | -1% | -12% | 0% | -0.2 | i | 12% | -2% | 6%
CCOc1ccc(N(CC(=O)NCCSCc2ccc(Cl)cc2)S(C)(=O)=O)cc1 | 3.5% | -2% | -6% | 1% | 1.5 | i | ? | 1% | -5%
CCOc1ccc(-n2c(-c3ccc(Br)cc3)cc3c2CC(C)(C)CC3=O)cc1 | 0.5% | / | 4% | 0% | / | / | 2% | / | /
CC1C(=O)N(Cc2cn(CC3CCCCC3)nn2)CCS(=O)(=O)N1Cc1ccc(-c2ccc(F)nc2)cc1 (configuration not stated) | 3.0% | 4% | -2% | / | -1.4 | i | / | / | 19%
FC(F)C(F)(F)C1=CC(c2cccs2)=NCCN1 | -0.3% | 13% | 3% | -2% | 1.9 | i | 4% | -1% | 1%

Quoted at random: two records from the list
SMILES | Nrf2 ARE act | EPAC2 antag | TGFb inhibitor | A549 viability | CCT modulator | Akt phos inh | Nrf2 block | Mm-Cpn inhibitor | EPAC2 agonist
CC1=C(C(=O)Nc2ccc(C)cc2C)C(c2cc(Br)ccc2F)n2ncc(C(=O)Nc3ccc(C)cc3)c2N1 (configuration not stated) | -0.4% | / | 4% | -8% | / | / | -1% | / | /
COCCNCCCOc1ccc(C)cc1Br | 2.4% | -5% | 3% | ? | 0.8 | i | -8% | 0% | 7%

The list goes on.
SMILES | Nrf2 ARE act | EPAC2 antag | TGFb inhibitor | A549 viability | CCT modulator | Akt phos inh | Nrf2 block | Mm-Cpn inhibitor | EPAC2 agonist
CC(=O)N1CCc2cc(S(=O)(=O)NC(C(=O)NC3CCCc4ccccc43)C(C)C)ccc21 (configuration not stated) | 2.8% | -2% | -2% | -9% | 0.5 | i | -5% | 1% | -12%
Cc1cccc(C)c1OCCNC(=O)CCC(=O)c1ccccc1 | 0.3% | 10% | 14% | -1% | 2.0 | i | 2% | -1% | -1%
CCOC(=O)C1=CN(Cc2ccco2)S(=O)(=O)N(C)C1c1cccc(OC)c1 (configuration not stated) | 0.5% | -15% | -27% | -1% | -1.0 | i | -21% | 1% | 17%
Cn1c(SCc2ccccc2Cl)nc(=O)c2c1NC(=O)CC2c1cc(F)ccc1F (configuration not stated) | 0.2% | / | -1% | 6% | / | / | 7% | / | /
O=C1CCC(=O)N1c1ccc(CSc2nc3ccccc3[nH]2)cc1 | 0.3% | 5% | -14% | -4% | -0.6 | i | ? | 1% | 5%
COc1cc(/C=C2/SC(=O)N(CC(=O)N3CCCC3)C2=O)ccc1Oc1ccc([N+](=O)[O-])cn1 | 2.9% | 0% | 0% | 3% | -2.4 | i | 0% | 0% | 1%
Cc1ccc(S(=O)(=O)N2CCCCC2)cc1C(=O)N(C)CC(=O)Nc1cccc(F)c1 | -0.2% | 12% | -9% | 1% | 1.5 | i | -4% | 3% | 10%
Cc1cnc(NC(=O)CSc2nc3ccccc3s2)s1 | 0.2% | -1% | -19% | -4% | 1.3 | i | -2% | 2% | 8%
CCN(CC)CCCNC(=O)C1CCC(CNS(=O)(=O)c2ccc(Cl)cc2)CC1 (configuration not stated) | -0.9% | -1% | -12% | 1% | 1.1 | i | 4% | 1% | 7%
CN(C)CCCNC(=O)c1ccc(CN(c2ccccc2)S(C)(=O)=O)cc1 | -0.4% | 6% | 2% | -2% | -2.1 | i | 6% | 3% | 5%
COc1cccc(NC(=O)CN(C)C(=O)c2ccccc2CCc2ccccc2)c1 | 0.3% | -17% | 8% | -12% | 0.5 | i | -16% | 2% | 10%
CN(C)CCOc1nc(-c2ccccc2)nc2c1oc1ccccc12 | 7.1% | -2%[57.1 µM] | ? | ? | 1.3 | i | ? | 1% | -9%
Cc1cc(NS(=O)(=O)c2ccc(NC(=O)c3ccccc3C)cc2)nc(C)n1 | -0.6% | / | -11% | -6% | / | / | -5% | / | /
COc1ccc(N2CCN(C(=O)C3CCCN3S(=O)(=O)c3cccc4nsnc34)CC2)cc1 (configuration not stated) | -0.3% | 7% | 1% | -1% | -2.5 | / | 1% | -1% | 4%
CCOc1ccc(C(CC(=O)O)n2cnnn2)cc1 (configuration not stated) | 0.1% | 6% | 2% | -3% | -0.1 | i | -7% | 0% | 5%
Cc1cc(C)cc(NC(=O)c2nccnc2C(=O)O)c1 | -0.5% | 16% | 2% | 1% | -8.0 | i | 3% | 2% | 0%
Cc1cc2oc(=O)cc(C)c2c(=O)o1 | -0.4% | 13% | 2% | -5% | -1.9 | i | 3% | -1% | 4%
CCc1cccc(NC(=O)CSc2ncc3c(n2)-c2ccccc2N(Cc2ccccc2C)S3(=O)=O)c1 | 4.6% | / | -22% | 9% | / | / | ? | / | /
O=C(COC(=O)CNC(=O)c1ccc(Cl)c([N+](=O)[O-])c1)NC(=O)c1ccccc1 | 3.2% | -10% | 2% | 0% | -0.4 | i | 3% | 1% | 4%
CC(=O)N1N=C(c2ccncc2)OC12CCCCC2 | 0.6% | 3% | -7% | -3% | 2.8 | i | 1% | 0% | -2%
O=C(Nc1ccc(NC(=O)c2ccc(Cl)c(S(=O)(=O)N3CCOCC3)c2)cc1)c1ccccc1 | 0.3% | 15% | -5% | -3% | 2.0 | i | 23% | -7% | 4%
Cc1cc(C)n2nc(C(F)(F)F)c(-c3ccccc3)c2n1 | -0.1% | 14% | -12% | 6% | -0.3 | i | 15% | -8% | -6%
CCOc1ccccc1-c1nnc(SCC(=O)NC2CC3CCC2C3)n1CC (configuration not stated) | 3.9% | 5%[57.1 µM] | 10% | -11% | -1.3 | i | 19% | 1% | -4%
O=C(CCC(=O)c1ccc(Oc2ccccc2)cc1)Nc1cccc(Cl)c1Cl | -0.1% | 3% | -24% | -5% | -2.0 | i | ? | -3% | 6%
COc1ccc(/C=C/C(=O)NC2CCN(Cc3ccccc3)CC2)cc1OC | 0.0% | 3% | 1% | -14% | -0.9 | i | -23% | -2% | 8%
O=C(Oc1ccc[nH]c1=O)c1ccc(F)cc1 | -0.7% | 15% | 15% | / | -0.1 | i | / | / | 5%
O=C(CNC(=O)c1ccccc1F)NCCOc1ccccc1Cl | -0.7% | 5% | 7% | 9% | -3.3 | i | 3% | 1% | 10%
CCOC(=O)c1c(N)sc(C(O)(C(F)(F)F)C(F)(F)F)c1-c1ccc(OC)cc1OC | 0.7% | -2% | -6% | 4% | 1.3 | i | -24% | 0% | 12%
CCN(CC)S(=O)(=O)c1ccc(C(=O)NCc2n[nH]c(=S)n2Cc2ccccc2)cc1 | 0.0% | 8% | -14% | -20% | -1.2 | i | 10% | -3% | 6%

From PubChem BioAssay

Only part of the results is shown, so the mix of outcomes need not match the whole.
